Assay outcomes as filed in PubChem.
Pol eta inh = blocks human DNA polymerase eta activity; recombinant Pol eta, fluorescent DNA replication assay; Potency, µM (titrated, usually from 114 µM), for inactives: at the top dose activity change, negative = inhibition, most hits filed as inhibitors; actives 1.2% (n = 390,000); AID 588591; further: on the % scale 0 is the no-effect control and ±100 the full control effect
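Pol eta at 10 nM preincubated with compounds 15 min at room temperature; reaction started with fluorescent substrate (50 nM final) and read kinetically at 0 and 10 min.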
POLI inh = blocks human DNA polymerase iota activity; Q9UNA4; Pol iota fluorescent replication assay, 10 min; Potency, µM (top dose mostly 115 µM), without a hit: at the top dose activity, negative = inhibition, most hits filed as inhibitors; actives 1% (n = 390,000)
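Pol iota at 10 nM preincubated 15 min with compounds at room temperature; reaction started with fluorescent substrate, 50 nM final. Fluorescence read kinetically at 0 and 10 min; buffer-only wells as negative control.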
Pol kappa inh = inhibitors of human DNA polymerase kappa; Q9UBT6; purified Pol kappa, fluorescent DNA synthesis assay, 10 min; Potency, µM (doses to about 107 µM), inactives show at the top dose activity, negative = inhibition, hits mostly inhibitors; actives 0.53% (n = 400,000); AID 588579; further: on the % scale 0 is the no-effect control and ±100 the full control effect
Target sequence (Q9UBT6 whole entry, looked up): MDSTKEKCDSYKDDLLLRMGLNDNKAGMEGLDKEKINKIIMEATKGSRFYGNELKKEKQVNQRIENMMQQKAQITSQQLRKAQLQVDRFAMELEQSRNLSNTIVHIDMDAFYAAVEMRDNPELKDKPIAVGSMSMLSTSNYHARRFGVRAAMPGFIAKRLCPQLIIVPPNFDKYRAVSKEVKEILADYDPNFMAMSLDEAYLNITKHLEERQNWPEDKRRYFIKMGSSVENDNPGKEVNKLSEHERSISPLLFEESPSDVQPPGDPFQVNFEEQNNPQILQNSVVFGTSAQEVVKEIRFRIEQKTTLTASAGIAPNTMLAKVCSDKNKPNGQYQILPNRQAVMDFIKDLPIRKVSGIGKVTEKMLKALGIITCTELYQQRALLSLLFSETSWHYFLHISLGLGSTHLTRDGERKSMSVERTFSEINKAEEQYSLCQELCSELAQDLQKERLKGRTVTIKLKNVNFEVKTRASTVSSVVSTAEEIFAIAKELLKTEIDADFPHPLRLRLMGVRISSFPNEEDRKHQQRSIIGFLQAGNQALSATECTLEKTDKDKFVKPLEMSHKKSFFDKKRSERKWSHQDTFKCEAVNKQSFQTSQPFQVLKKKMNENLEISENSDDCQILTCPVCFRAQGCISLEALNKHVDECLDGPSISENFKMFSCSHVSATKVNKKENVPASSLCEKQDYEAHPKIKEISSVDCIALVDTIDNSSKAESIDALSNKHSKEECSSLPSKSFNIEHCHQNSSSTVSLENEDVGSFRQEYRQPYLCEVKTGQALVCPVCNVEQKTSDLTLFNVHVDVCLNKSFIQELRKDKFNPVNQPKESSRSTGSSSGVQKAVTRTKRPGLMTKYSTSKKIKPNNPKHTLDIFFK
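Kinetic fluorescence screen: compound preincubated 15 min RT with 10 nM enzyme; 50 nM substrate (final) initiates; reads at 0/10 min.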
APEX1 inh = blocks human APE1 abasic DNA cleavage; Potency, µM (highest dose often 65.8 µM), without a hit: at the highest dose activity change, negative = inhibition, most hits filed as inhibitors; P27695; actives 0.35% (n = 350,000); recombinant APE1, TAMRA/BHQ-2 abasic DNA cleavage fluorescence; AID 2517;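 further: plate controls were vehicle for no effect and reference inhibitor for full effect; nearly all actives have a fitted effect of over 55% in size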
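Quantitative HTS: incision of a TAMRA/BHQ-2 double-stranded substrate bearing a tetrahydrofuran abasic site by 0.75 nM APE1 raises fluorescence. Substrate 50 nM final, added after 15 min compound preincubation at room temperature; progress as third-minus-first kinetic read difference.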
JMJD2A Tudor inh = JMJD2A Tudor domain (human) inhibition; O75164; AlphaScreen JMJD2A-Tudor / H3K4me3 peptide binding; Potency, µM (highest dose often 114 µM), for the others: top-dose activity change, negative = inhibition, most hits filed as inhibitors; actives 4.4% (n = 390,000); AID 504339; further: on the % scale 0 is the no-effect control and ±100 the full control effect; nearly all actives have a fitted effect of over 50% in size
BLM inh = Bloom syndrome helicase (human) inhibition. actives 0.2% (n = 350,000). recombinant BLM DNA unwinding, fluorescence dequenching. Potency, µM (top dose mostly 56.1 µM), without a hit: at the highest dose activity change, negative = inhibition, usual class: inhibitors;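 further: plate controls were vehicle for no effect and no enzyme for full effect; nearly all actives have a fitted effect of over 35% in size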
G9a inh = inhibitors of human histone lysine methyltransferase G9a; Q96KQ7; G9a H3K9 monomethylation, AlphaScreen, 2 h; Potency, µM (top dose mostly 102 µM), for inactives: at the top dose activity, negative = inhibition, hits mostly inhibitors; actives 8.8% (n = 350,000); further: on the % scale 0 is the no-effect control and ±100 the full control effect; nearly all actives have a fitted effect of over 75% in size
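Methyltransferase reactions run at room temperature for 2 h (20 nM enzyme, 500 nM biotin-H3K9 peptide, 20 uM SAM) after a 15 min compound preincubation; product detected by AlphaScreen beads and anti-H3K9me1 antibody.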
Pol beta inh = DNA polymerase beta (human) inhibition | Potency, µM (titrated, usually from 114 µM), inactives show at the top dose activity change, negative = inhibition, usual class: inhibitors | P06746 | Pol beta primer extension/strand displacement, fluorescence kinetic | actives 1.3% (n = 340,000); further: on the % scale 0 is the no-effect control and ±100 the full control effect
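Values derive from four-parameter Hill fits of normalized kinetic data: reads at 0 and 10 min following addition of 50 nM substrate to 10 nM Pol beta preincubated 15 min with compound.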
BAZ2B block = inhibitors of human BAZ2B bromodomain; Potency, µM (top dose mostly 114 µM), inactives show top-dose activity change, negative = inhibition, most hits filed as inhibitors; AID 504333; actives 4.4% (n = 360,000); AlphaScreen BAZ2B-H3K14Ac peptide displacement; Q9UIF8; further: on the % scale 0 is the no-effect control and ±100 the full control effect; nearly all actives have a fitted effect of over 60% in size
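BAZ2B (50 nM) with biotin-H3(5-23)K14Ac peptide (50 nM) in PBS pH 7.4, 0.01% Tween-20, preformed 30 min, then compound 30 min at room temperature; top concentration 110uM. AlphaScreen streptavidin donor/nickel chelate acceptor beads (10 ug/mL final), 20 min dark, signal read.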
Starred values were filed as active, the others as inactive; ? = inconclusive; / = not tested or not shown; & = joins results of further samples; [ ] = another dose, or the depositor's remark. The call rests on the fitted dose curve; in most records, active means well fitted curve in the direction sought with a large enough effect; inconclusive means small, poorly fitted or top-dose-only effect, or another doubt; inactive means no such curve, though single readings can be large; an effect the other way counts as inactive or inconclusive. Potency means the concentration at half of the fitted maximal effect. This is a subset, so the mix of outcomes need not match the whole.

mol	Pol eta inh	POLI inh	Pol kappa inh	APEX1 inh	JMJD2A Tudor inh	BLM inh	G9a inh	Pol beta inh	BAZ2B block
O=C1c2cccc([N+](=O)[O-])c2C(=O)N1C1CCCCC1	6.8%	6.8%	5.8%	-7.0%	-30.8%	-0.3%	/	56.8%	-13.0%
Cc1cccc(C(=O)NNC(=O)CSc2nnc(C3CC3)n2C)c1	5.3%	-5.3%	-4.7%	78.9%[activator]	-1.4%	-1.3%	-2.2%	1.4%	-10.3%
O=C(Oc1ccc(-c2cnc3ccccc3n2)cc1)c1ccc(Cl)c([N+](=O)[O-])c1	1.0%	4.0%	-6.3%	0.8%	-10.0%	-3.4%	?	8.8%	8.8%
O=C(CN1CCN(S(=O)(=O)c2ccc(Br)cc2)CC1)N/N=C/c1ccco1	-6.6%	0.0%	-2.9%	-5.6%	10.3%	-1.1%	-0.7%[59 µM]	-2.1%	-6.6%
CN(C)c1ccc(C(=O)C(O)c2ccccc2Cl)cc1 (stereo unspecified)	-9.5%	-17.4%	-9.4%	/	-9.7%	/	/	/	/
CC(CN1CCCC1)OC(=O)c1ccc(F)cc1 (stereo unspecified)	5.8%	101.2%[activator]	1.3%	19.8%	3.5%	-4.1%	-1.8%	6.4%	5.5%
C=CCc1c(OC)ccc2c1c(S(=O)(=O)c1ccc(C)cc1)cn2COC	-9.4%	4.0%	-6.9%	16.6%	?	-7.2%	-5.5%	1.6%	-29.9%
CCCCOc1ccc(/C=c2\sc3ncnn3c2=O)cc1	9.6%	2.7%	-6.4%	-4.4%	-5.4%	-3.8%	23.7%[59 µM]	36.0%	-3.1%

Remaining list, next part:
mol	Pol eta inh	POLI inh	Pol kappa inh	APEX1 inh	JMJD2A Tudor inh	BLM inh	G9a inh	Pol beta inh	BAZ2B block
COc1cc(Cl)c(S(=O)(=O)NCCCN2CCOCC2)cc1Cl	-9.9%	5.8%	-6.8%	-0.8%	7.4%	-2.5%	-48.0%[59 µM]	-1.9%	-0.9%
CCNC(=O)Cn1c(-c2cccs2)cc2ccccc21	-1.4%	-10.9%	-12.0%	/	-15.2%	-2.9%	0.3%[59 µM]	32.8%[activator]	-2.0%
Cc1ccc(C(=O)Nc2nnc(NC(=S)Nc3ccccc3)s2)cc1	2.7%	100.4%[activator]	-11.3%	-2.7%	-21.2%	-6.7%	?	-4.0%	-12.0%
C[C@@H]1CC=C[C@@H]2[C@H]1C(=O)N(Cc1ccccc1)[C@H]2c1cccc(C#Cc2ccccc2)c1	-23.1%	?	3.3%	-15.8%&-2.4%	-5.1%	-9.2%[75.6 µM]	?	/	/
Cc1ccc(S(=O)(=O)N2CCOCC2)cc1C(=O)N1CCN(Cc2ccccc2)CC1	-25.4%	36.7%[activator]	0.7%	14.0%	-4.1%	/	10.5%	/	-5.1%
CCC(c1nnc(SCC(=O)Nc2ccc(NC(C)=O)cc2)n1Cc1ccccc1)N(C)C (stereo unspecified)	-26.5%	22.6%	-2.4%	2.1%	-10.4%	-3.3%	-4.4%[12.7 µM]	27.6%	-13.5%
Cc1cc(NC(=O)C(C)(C)Oc2ccc(Cl)cc2)cc(-c2nc3ncccc3o2)c1O	-10.5%	5.2%	7.1%	/	-1.9%	0.0%	12.9%[59 µM]	6.5%	-6.1%
Cc1ccccc1NC(=S)Nc1ccccc1	-18.5%	103.3%[activator]	-1.0%	12.7%	0.7%	-3.0%	-5.3%[0.501 µM]	7.7%	5.6%

(list continues)
mol	Pol eta inh	POLI inh	Pol kappa inh	APEX1 inh	JMJD2A Tudor inh	BLM inh	G9a inh	Pol beta inh	BAZ2B block
CCCCC(=O)Nc1nc(C)c(-c2csc(Nc3ccccc3OC)n2)s1	-10.4%	24.3%	0.8%	?	?	-8.5%	?	23.6%	?
Cc1ccc(C2=NN(CC(=O)NC(C)c3ccccc3)C(=O)CC2)cc1 (stereo unspecified)	-16.8%	?	-2.3%[60.1 µM]	/	-25.7%	-5.7%	-9.2%[59 µM]	-2.2%	-29.4%
COc1ccc(CCNS(=O)(=O)c2ccc(OC)cc2)cc1	-12.7%	-7.5%	-2.0%	-3.8%	0.0%	1.7%	-23.8%[59 µM]	12.8%	1.4%
CS(=O)(=O)N1CCCC(C(=O)NCc2ccc(F)cc2Cl)C1 (stereo unspecified)	-0.5%	12.4%	-0.3%	1.6%	-5.7%	-4.2%	-7.0%[59 µM]	9.1%	9.1%
O=C(O)C1C2C=CC(C2)C1C(=O)NC(c1ccccc1)c1ccccc1 (stereo unspecified)	-5.9%	0.7%	-3.5%	-7.6%	-4.5%	0.1%	-0.4%[59 µM]	13.4%	5.2%
Cc1ccc(NC(=O)Nc2ccc3c(c2)N(C)C(=O)CS3)cc1C	-15.4%	-25.6%	-17.7%	-2.2%	-22.8%	0.2%	-48.7%	7.1%	3.9%
Cc1cccc(NC(=O)CSc2nc3c(oc4ccccc43)c(=O)n2-c2ccccc2)c1C	-11.0%	21.0%	-19.9%	/	-18.5%	-5.6%	-0.6%[59 µM]	-0.2%	1.0%
CC(C)(C)NC(=O)C(c1cccnc1)N(C(=O)c1csnn1)c1ccccc1 (stereo unspecified)	5.2%	-0.9%	6.1%	6.0%	-5.1%	-2.6%	13.7%	9.5%	2.0%

Sorted by value in POLI inh (largest number first): 3 of the compounds above.
| smiles | POLI inh |
| --- | --- |
| O=C(O)C1C2C=CC(C2)C1C(=O)NC(c1ccccc1)c1ccccc1 (stereo unspecified) | 0.7% |
| COc1ccc(CCNS(=O)(=O)c2ccc(OC)cc2)cc1 | -7.5% |
| Cc1ccc(NC(=O)Nc2ccc3c(c2)N(C)C(=O)CS3)cc1C | -25.6% |

Further compounds.
mol	Pol eta inh	POLI inh	Pol kappa inh	APEX1 inh	JMJD2A Tudor inh	BLM inh	G9a inh	Pol beta inh	BAZ2B block
COC(=O)c1ccc(NC(=O)CSc2nnc(CNc3ccc(F)cc3)n2C)cc1	-5.3%	?	0.8%	17.7%	-31.4%	-1.7%	16.2%[12.7 µM]	13.2%	-4.6%
COc1nc(Oc2ccc(C(=O)O)cc2)nc(Oc2ccc(C(=O)O)cc2)n1	-5.4%	?	-4.6%	-4.2%	-14.1%	3.0%	-4.9%	19.6%	-1.5%
CCN(CC)c1ccc(NC(=O)c2sc3ccccc3c2Cl)cc1	?	8.9%	2.6%	/	11.2µM*	-3.1%	5.01µM*	0.1%	11.2µM*
O=C(OCC(=O)c1ccc[nH]1)c1ccc(Cl)c(Cl)c1	1.3%	4.1%	-9.7%	-1.1%	-8.3%	/	/	/	/
C[C@@]12C(=O)Nc3ccc(Br)cc3C(=O)N1[C@H]1c3cc(Br)ccc3OC[C@@H]1[C@@H]2c1ccccc1	-13.2%	?	-10.7%	4.7%	-25.0%	/	7.7%[2.33 µM]	/	-0.9%
CCOC(=O)c1sc(NC(=S)NC(=O)c2ccco2)nc1C	-6.3%	18.9%	-11.2%	6.1%	-14.4%	-17.7%	-45.2%[59 µM]	31.1%	-4.3%
O=C(CSc1nnc(-c2ccco2)n1Cc1ccccc1)c1ccccc1	?	1.9%	-14.5%	10.0%	?	-19.8%	?	5.5%	?
COc1ccc(CNC(=O)/C(C#N)=C/c2cccc(OC)c2OC)cc1	-4.6%	140.9%[activator]	-1.4%	-18.5%	17.1%	-2.4%	44.0%[0.501 µM]	4.3%	17.4%

Some entries already given with just JMJD2A Tudor inh and APEX1 inh:
SMILES | JMJD2A Tudor inh | APEX1 inh
O=C(OCC(=O)c1ccc[nH]1)c1ccc(Cl)c(Cl)c1 | -8.3% | -1.1%
CCOC(=O)c1sc(NC(=S)NC(=O)c2ccco2)nc1C | -14.4% | 6.1%
O=C(CSc1nnc(-c2ccco2)n1Cc1ccccc1)c1ccccc1 | ? | 10.0%

Following part
mol	Pol eta inh	POLI inh	Pol kappa inh	APEX1 inh	JMJD2A Tudor inh	BLM inh	G9a inh	Pol beta inh	BAZ2B block
COCCCNCCOCCSc1ccc(Cl)cc1	4.2%	4.2%	-9.4%	21.5%	1.78µM*	4.0%	?	-1.4%	?
CCOC(=O)C1CCCN(C(=O)CCNS(=O)(=O)c2cc(Br)cnc2N)C1 (stereo unspecified)	-17.7%	18.2%	-2.5%	2.6%	-11.0%	-0.4%	5.3%	21.4%	-15.0%
CCCSc1sc(C(=O)OC)c(-c2cccs2)c1C#N	-6.5%	1.6%	-8.9%	?	112.7%[activator]	-4.5%	/	34.0%	90.9%[activator]
CCCC(C)NC(=O)COc1ccc(Sc2ccc(OCC(=O)NC(C)CCC)cc2)cc1 (stereo unspecified)	-10.3%	160.9%[activator]	-14.2%	12.1%	-9.4%	-11.0%	29.5%[59 µM]	59.5%	5.1%
COC(=O)C1=C(C(=O)OC)[N+]2=C3N(C(=O)NC2(C)C)[C@H](CO)C[C@@]32c3ccccc3N(Cc3ccccc3)[C@@H]12	-22.7%	-28.7%	-5.9%	/	?	/	/	/	/
CCCC(=O)NCC(c1cccs1)S(=O)(=O)c1ccc(Cl)cc1 (stereo unspecified)	-4.7%	-5.5%	5.8%	51.7%[activator]	0.0%	-0.4%	37.5%[activator]	34.1%	3.8%
O=C1C=C(c2ccc(-c3ccccc3)c(F)c2)C[C@@H](c2ccc3c(c2)OCO3)C1	-21.0%	-13.5%	3.9%	13.1%	-16.4%	/	6.7%[0.501 µM]	/	-23.4%
Cc1cccc(NC(=O)N(C)Cc2cccs2)c1	-15.0%	26.7%	-5.7%	-1.1%	2.2%	-4.9%	-3.5%	-1.4%	3.2%

Going on with the list:
mol	Pol eta inh	POLI inh	Pol kappa inh	APEX1 inh	JMJD2A Tudor inh	BLM inh	G9a inh	Pol beta inh	BAZ2B block
O=C(CN1CCN(c2ccccn2)CC1)Nc1ccc([N+](=O)[O-])cc1C(=O)Nc1ccccc1F	-12.1%	3.4%	-25.4%	-18.5%	?	-7.8%	/	4.8%	-30.2%
Cc1ccc(N2CN=C3SCC(=O)N3C2)cc1C	-18.7%	14.6%	-15.9%	-0.7%	-18.6%	0.2%	3.0%	-16.4%	-4.3%
CCOC(=O)CC1COCCN1Cc1cn[nH]c1-c1ccc2c(c1)OCO2 (stereo unspecified)	-4.5%	35.6%[activator]	-1.5%	-0.6%	1.4%	-4.5%	-1.1%	?	-16.6%
S=c1cn[nH]c2ccccc12	-10.7%	113.4%[activator]	-14.7%	/	4.47µM*	/	/	/	/
